High-throughput results: PubChem BioAssay, National Center for Advancing Translational Sciences (NCATS)
BAZ2B block: BAZ2B (human) inhibition; 4.4% of 360,000 active; AlphaScreen BAZ2B-H3K14Ac peptide displacement; Potency, µM (top dose mostly 114 µM), inactives show top-dose activity change, negative = inhibition, hits mostly inhibitors; note: potency is the fitted concentration of half-maximal effect; % is set by controls: 0 for no effect and ±100 for the full control effect; nearly all actives have a fitted effect of over 60% in size
Target sequence (Q9UIF8 whole entry, looked up): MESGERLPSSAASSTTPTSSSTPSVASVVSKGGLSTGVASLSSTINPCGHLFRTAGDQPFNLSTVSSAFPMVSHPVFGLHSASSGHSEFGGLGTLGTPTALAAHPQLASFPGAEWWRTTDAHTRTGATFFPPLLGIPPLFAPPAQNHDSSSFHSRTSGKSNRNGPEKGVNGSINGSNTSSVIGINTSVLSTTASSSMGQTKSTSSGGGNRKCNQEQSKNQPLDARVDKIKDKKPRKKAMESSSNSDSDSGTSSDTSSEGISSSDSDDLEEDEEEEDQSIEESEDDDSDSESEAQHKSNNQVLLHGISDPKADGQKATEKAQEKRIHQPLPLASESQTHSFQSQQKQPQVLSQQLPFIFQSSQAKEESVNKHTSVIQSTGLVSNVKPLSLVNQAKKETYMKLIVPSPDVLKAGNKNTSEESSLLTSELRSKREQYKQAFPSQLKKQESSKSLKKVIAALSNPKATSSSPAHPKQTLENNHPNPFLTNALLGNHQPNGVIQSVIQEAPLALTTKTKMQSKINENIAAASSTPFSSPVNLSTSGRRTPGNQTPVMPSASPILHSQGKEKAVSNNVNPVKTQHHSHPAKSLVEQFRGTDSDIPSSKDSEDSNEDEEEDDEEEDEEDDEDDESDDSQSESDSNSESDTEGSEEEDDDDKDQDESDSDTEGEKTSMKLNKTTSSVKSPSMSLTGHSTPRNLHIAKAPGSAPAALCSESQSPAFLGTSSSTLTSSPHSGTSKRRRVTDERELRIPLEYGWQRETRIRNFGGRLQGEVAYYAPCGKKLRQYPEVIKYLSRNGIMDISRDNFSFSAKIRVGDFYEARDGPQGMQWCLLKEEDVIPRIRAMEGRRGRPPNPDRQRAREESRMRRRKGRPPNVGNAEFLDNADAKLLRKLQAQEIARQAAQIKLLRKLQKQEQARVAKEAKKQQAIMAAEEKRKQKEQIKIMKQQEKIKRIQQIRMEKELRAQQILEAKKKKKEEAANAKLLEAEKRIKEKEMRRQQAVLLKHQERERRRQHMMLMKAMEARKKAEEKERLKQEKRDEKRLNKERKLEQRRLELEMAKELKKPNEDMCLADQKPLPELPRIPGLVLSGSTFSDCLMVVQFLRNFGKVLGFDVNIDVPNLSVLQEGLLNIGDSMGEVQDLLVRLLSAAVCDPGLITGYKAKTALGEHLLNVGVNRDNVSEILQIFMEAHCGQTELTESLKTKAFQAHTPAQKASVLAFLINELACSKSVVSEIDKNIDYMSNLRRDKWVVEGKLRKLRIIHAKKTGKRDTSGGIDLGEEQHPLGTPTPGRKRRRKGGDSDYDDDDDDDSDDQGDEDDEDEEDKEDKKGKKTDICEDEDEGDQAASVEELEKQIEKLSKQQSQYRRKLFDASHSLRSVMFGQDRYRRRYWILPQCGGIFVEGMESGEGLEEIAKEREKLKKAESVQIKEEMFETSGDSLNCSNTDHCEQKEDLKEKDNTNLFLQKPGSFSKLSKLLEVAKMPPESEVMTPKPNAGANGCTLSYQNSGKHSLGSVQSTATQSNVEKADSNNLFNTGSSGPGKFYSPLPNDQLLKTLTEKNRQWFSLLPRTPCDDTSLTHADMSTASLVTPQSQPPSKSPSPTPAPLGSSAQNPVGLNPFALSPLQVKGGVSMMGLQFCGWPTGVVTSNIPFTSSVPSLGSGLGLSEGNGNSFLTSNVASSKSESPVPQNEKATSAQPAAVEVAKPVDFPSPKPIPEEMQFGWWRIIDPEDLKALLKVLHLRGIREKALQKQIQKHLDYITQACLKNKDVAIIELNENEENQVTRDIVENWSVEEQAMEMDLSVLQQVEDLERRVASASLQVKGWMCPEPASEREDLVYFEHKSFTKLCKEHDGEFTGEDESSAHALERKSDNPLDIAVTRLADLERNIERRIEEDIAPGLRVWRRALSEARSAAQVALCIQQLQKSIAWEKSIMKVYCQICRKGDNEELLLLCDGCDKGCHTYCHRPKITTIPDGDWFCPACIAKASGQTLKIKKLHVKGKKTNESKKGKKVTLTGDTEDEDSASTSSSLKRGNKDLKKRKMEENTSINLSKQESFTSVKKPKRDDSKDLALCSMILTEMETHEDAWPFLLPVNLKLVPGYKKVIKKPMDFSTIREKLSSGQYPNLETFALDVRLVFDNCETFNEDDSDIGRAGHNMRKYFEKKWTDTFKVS
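BAZ2B (50 nM) with biotin-H3(5-23)K14Ac peptide (50 nM) in PBS pH 7.4, 0.01% Tween-20, preformed 30 min, then compound 30 min at room temperature; top concentration 110uM. AlphaScreen streptavidin donor/nickel chelate acceptor beads (10 ug/mL final), 20 min dark, signal read.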
JMJD2A Tudor inh: inhibitors of human JMJD2A Tudor domain. AID 504339. Potency, µM (doses to about 114 µM), for the others: at the top dose activity change, negative = inhibition, hits mostly inhibitors. 4.4% of 390,000 active. AlphaScreen JMJD2A-Tudor / H3K4me3 peptide binding. O75164; note: potency is the fitted concentration of half-maximal effect; % is set by controls: 0 for no effect and ±100 for the full control effect; nearly all actives have a fitted effect of over 50% in size
G9a block: inhibitors of human histone lysine methyltransferase G9a | Q96KQ7 | G9a H3K9 monomethylation, AlphaScreen, 2 h | Potency, µM (top dose mostly 102 µM), for inactives: at the top dose activity, negative = inhibition, most hits filed as inhibitors | 8.8% of 350,000 active; note: potency is the fitted concentration of half-maximal effect; % is set by controls: 0 for no effect and ±100 for the full control effect; nearly all actives have a fitted effect of over 75% in size
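Compounds were preincubated with 20 nM G9a for 15 min, after which biotinylated H3K9 peptide (500 nM) and SAM (20 uM) started a 2 h room-temperature reaction. Monomethylated product was quantified by antibody-based AlphaScreen chemiluminescence.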
PGK inhibitor: T. brucei PGK inhibition; P07378; PGK/GAPDH coupled, Kinase-Glo luminescence, 60 min; Potency, µM (titrated, usually from 57.5 µM), without a hit: top-dose activity change, negative = inhibition, hits mostly inhibitors; 0.043% of 380,000 active; AID 602233; note: potency is the fitted concentration of half-maximal effect; % is set by controls: 0 for no effect and ±100 for the full control effect; nearly all actives have a fitted effect of over 60% in size
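Recombinant glycosomal PGK reaction used 1,3-bisphosphoglycerate generated in-well by GAPDH (100nM final) in 100mM TEA pH 7.6, 5mM MgCl2, 0.01% Tween-20. After 60 minutes at room temperature, ATP was read by Kinase-Glo Plus luminescence end-point.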
PI4K2A block: PI4K2A (human) kinase inhibition. purified PI4K2A, ADP-Glo luminescence, 1 h; active compounds read low. 0.13% of 420,000 active. AID 1346378. activity change, negative = inhibition, % at 76.9 µM. Q9BTU6; in the data active = activity change below about -50%; inconclusive = mostly about -30% to -49%;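 note: -100% = wells without enzyme as full effect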
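Compounds are screened against recombinant PI4K2A using PI as substrate and ATP, the latter dispensed at 300 microM. Reactions run one hour at ambient temperature before ADP-Glo detection; full inhibition defined by wells lacking enzyme.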
HP1b binding inh: inhibitors of HP1-beta chromodomain binding to methylated histone tails. 0.56% of 390,000 active. AlphaScreen HP1-beta / biotin-H3K9me3 peptide binding. Potency, µM (titrated, usually from 114 µM), for the others: at the highest dose activity change, negative = inhibition, hits mostly inhibitors; note: potency is the fitted concentration of half-maximal effect; nearly all actives have a fitted effect of over 70% in size; inactives centre near 23
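Compound inhibition of the preformed complex between 50 nM HP1-beta and 50 nM biotinylated H3K9me3 peptide was read by AlphaScreen. Buffer was PBS pH 7.4 with 0.01% Tween-20. Incubations ran 30 min at room temperature, with 10 ug/mL donor/acceptor beads.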
GLS inh: blocks human kidney-isoform glutaminase activity | O94925 | GLS enzymatic activity, qHTS titration | 0.21% of 410,000 active | Potency, µM (highest dose often 45.5 µM), for inactives: at the highest dose activity change, negative = inhibition, usual class: inhibitors; note: potency is the fitted concentration of half-maximal effect; % is set by controls: 0 for no effect and ±100 for the full control effect
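hKGA in 45 mM KH2PO4 pH 8.2, 0.02% Tween-20 with pin-transferred compounds; 1 mM L-glutamine (stock) plus glutamate oxidase/HRP/Amplex Red coupling added. Fluorescence read initially and after 30 min at RT.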
Pin1 inh: blocks the human prolyl isomerase Pin1; Q13526; Pin1 FP peptide displacement, HiFluor488, 10 min; Potency, µM (top dose mostly 115 µM), for inactives: at the top dose activity, negative = inhibition, most hits filed as inhibitors; 0.009% of 390,000 active; AID 504891; active = well fitted inhibition curve with a large enough effect in the polarisation, with a control signal flat, not every such curve was filed as active; inconclusive = small, poorly fitted or top-dose-only effect, or effect the other way, or a change in a side signal; inactive = no such curve, though single readings can be large or run the other way; the % refers to the polarisation; note: potency is the fitted concentration of half-maximal effect; % is set by controls: 0 for no effect and ±100 for the full control effect
ERG Ets-DNA blk: inhibitors of human ERG Ets domain-DNA interaction; 0.028% of 370,000 active; fluorescence polarization, His-ERG Ets domain / labelled DNA; AID 624246; Potency, µM (titrated, usually from 76.9 µM), without a hit: at the highest dose FP activity, negative = inhibition, usual class: inhibitors; active = well fitted inhibition curve with a large enough effect in the polarisation, with a control signal flat; inconclusive = small, poorly fitted or top-dose-only effect, or effect the other way, or a change in a side signal; inactive = no such curve, though single readings can be large or run the other way; the % refers to the polarisation;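 note: polarization taken with two DNA probes labelled with fluorescein and Texas red; potency is the fitted concentration of half-maximal effect; % of control where 0% means no effect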
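His-tagged ERG Ets domain (1 uM in the protein solution; 300mM KCl, 50mM Tris-HCl, 1mM EDTA, 1mM DTT, pH 7.5) received compound, then a probe mix of 5 nM fluorescein-DNA and 100nM Texas-615-DNA. Fluorescence polarization was read for both dyes.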
Numbers without * were called inactive; i = inactive; u = inconclusive; x = not tested or not shown; & = joins results of further samples; [ ] = remark or other dose. Unless noted, calls come from the whole dose curve; as a rule, active = well fitted curve in the direction sought with a large enough effect; inconclusive = small, poorly fitted or top-dose-only effect, or another doubt; inactive = no such curve, though single readings can be large; an effect the other way counts as inactive or inconclusive.

Sequence of screens – BAZ2B block | JMJD2A Tudor inh | G9a block | PGK inhibitor | PI4K2A block | HP1b binding inh | GLS inh | Pin1 inh | ERG Ets-DNA blk
1. Cc1ccc(S(=O)(=O)N(C)c2ccc(OCC(=O)Nc3nc4ccccc4s3)cc2)cc1
    7% | -18% | 15%[59 µM] | -8% | -7 | 19% | -6% | 69%[activator] | 5%
2. c1cncc(-c2nn3c(Cn4cnc5ccccc54)nnc3s2)c1
    -8% | 89µM* | u | 4% | -6 | u | -23% | -4% | x
3. CC(=O)Oc1ccc2nc(CN3C(=O)c4ccc([N+](=O)[O-])cc4C3=O)oc(=O)c2c1
    x | -9% | u | i | -8 | 2% | 31% | -8% | 4%
4. O=C(NCCN1CCOCC1)c1cccc(S(=O)(=O)Nc2ccc(F)cc2)c1
    12% | -10% | 9%[12.7 µM] | -6% | 1 | 25% | 1% | -9% | 4%
5. Cc1cccc(NC(=O)Cn2c(=O)n(Cc3nc(-c4ccccc4)no3)c(=O)c3ccccc32)c1
    u | -4% | -10%[59 µM] | -3% | 0 | 17% | -1% | 11% | 3%
6. O=C(O)CCSc1nnc(COc2ccc([N+](=O)[O-])cc2)n1-c1ccccc1
    -16% | -14% | x | -8% | 0 | 24% | 6% | -3% | 5%
7. CCOc1ccc(Oc2nc(NC)nc(N3CCOCC3)n2)nn1
    3% | 3% | 12%[59 µM] | 0% | 2 | 58%[activator] | -4% | -4% | 4%
8. O=C(COC(=O)/C=C/c1cccc(Br)c1)NCc1ccco1
    u | -10% | -32% | -6% | 2 | 8% | 1% | 1% | -6%
9. Cc1ccc(-n2c(-c3ccccc3)cc(=O)nc2C)cc1
    -4% | -20% | 36%[12.7 µM] | -4% | -2 | 23% | 6% | -9% | x
10. O=C(Nc1ccccn1)C1CCCN(c2ncnc3c2nc2n3CCCCC2)C1 (centres undefined)
    -18% | 1% | -8% | -5% | 1 | 34% | -9% | 0% | 8%
11. CC(=O)OCC(=O)[C@@]1(O)[C@H](C)C[C@H]2[C@@H]3CCC4=CC(=O)C=C[C@]4(C)[C@@]3(F)[C@@H](O)C[C@@]21C
    -1% | -16% | -14%[59 µM] | 3% | 3&2 | 30% | 3% | 5% | -2%
12. Cn1c(=O)c2[nH]c(NCC3CCCO3)nc2n(-c2ccccc2)c1=O (centres undefined)
    -5% | -15% | 8.9µM* | -2% | -11 | 21% | 18% | 1% | 1%
13. O=[N+]([O-])c1cc(C(F)(F)F)ccc1NCCNC(=S)Nc1ccc(Cl)cc1
    20µM* | u | 28µM* | -10%[11.5 µM] | 1 | -24% | -11% | 3% | x
14. Cc1cccc(C)c1NC(=O)CC(NCc1ccco1)C(=O)O (centres undefined)
    -34% | 20µM* | -40%[12.7 µM] | 16% | 3 | 13% | -4% | 0% | 8%
15. CC(C)(C)NC(=O)NC(=O)COC(=O)CCCc1c[nH]c2ccccc12
    -2% | u | u | 2% | -3 | 3% | 11% | -6% | -6%

Arranged by molar mass (rising): part of the list above.
Sequence of screens – BAZ2B block | JMJD2A Tudor inh | G9a block | PGK inhibitor | PI4K2A block | HP1b binding inh | GLS inh | Pin1 inh | ERG Ets-DNA blk
8. O=C(COC(=O)/C=C/c1cccc(Br)c1)NCc1ccco1
    u | -10% | -32% | -6% | 2 | 8% | 1% | 1% | -6%
4. O=C(NCCN1CCOCC1)c1cccc(S(=O)(=O)Nc2ccc(F)cc2)c1
    12% | -10% | 9%[12.7 µM] | -6% | 1 | 25% | 1% | -9% | 4%
13. O=[N+]([O-])c1cc(C(F)(F)F)ccc1NCCNC(=S)Nc1ccc(Cl)cc1
    20µM* | u | 28µM* | -10%[11.5 µM] | 1 | -24% | -11% | 3% | x

(next part)
Sequence of screens – BAZ2B block | JMJD2A Tudor inh | G9a block | PGK inhibitor | PI4K2A block | HP1b binding inh | GLS inh | Pin1 inh | ERG Ets-DNA blk
16. O=C1CSC(=Nc2cc(Cl)ccc2Cl)N1
    8% | -4% | -3%[59 µM] | -10% | 4 | 34% | 0% | 0% | 3%
17. Cc1ccc2nc(N3CCN(C)CC3)c(C=O)c(=O)n2c1
    -1% | -9% | -15% | i | 4 | 33% | -11% | -1% | -6%
18. O=C(Cc1ccsc1)NCC(=O)Nc1ccc(F)c(F)c1
    -19% | -22% | 70%[activator] | 0% | 2 | 3% | 0% | -6% | -8%
19. Cc1ccc(NC(=O)CCS(=O)(=O)c2ccc(Br)s2)cc1
    2% | u | 12%[59 µM] | 0% | 5 | -13% | 2% | 0% | 9%
20. CN1CCN(Cc2oc(CO)cc(=O)c2O)CC1
    u | 56µM* | u | 1% | -4 | 1% | 10% | 8% | -1%
21. Cc1ccc(CS(=O)Cc2ccc(C(=O)N3CCN(c4ccccn4)CC3)o2)cc1 (centres undefined)
    1% | -7% | -7% | 9% | 1 | 28% | -4% | 1% | -6%
22. Cc1ccc(OCC(=O)NCCCNC(=O)c2cnccn2)cc1C
    11% | -10% | 31%[activator] | -4% | 3 | 18% | -14% | 1% | -1%
23. CCN1CCN(S(=O)(=O)c2ccc(C(=O)Nc3sc4c(c3C(N)=O)CCN(CC)C4)cc2)CC1
    -5% | -10% | -6% | 5% | -11 | 24% | -9% | u | 6%
24. O=C(Nc1ncc(Cc2cccc([N+](=O)[O-])c2)s1)c1ccco1
    3% | -11% | -2% | 2% | 4 | 18% | 1% | -9% | -9%
25. CCOC(=O)c1c(NC(=O)/C=C/c2ccc(OCC)cc2)sc(C(C)=O)c1C
    3% | 6% | -4%[59 µM] | -9% | -2 | 41%[activator] | -2% | -6% | -3%
26. COc1ccc2nc(NC(=O)CSC3=NCCS3)sc2c1
    11% | -17% | -5%[59 µM] | 3% | -20 | 30% | 18% | 3% | -2%
27. CC(C)(C)NC(=O)C1CCN(S(=O)(=O)c2cccc3nsnc23)CC1
    -1% | -2% | 3% | 3% | -1 | 35%[activator] | 13% | -4% | 1%
28. COC(=O)c1c(NC(=O)CSc2nc(-c3ccco3)cc(C(F)(F)F)n2)sc2c1CCCC2
    -1% | -17% | u | x | -1 | -15% | -2% | -1% | 2%
29. COc1ccc(NS(=O)(=O)c2ccc3c(c2)N(C(C)=O)CCO3)c(OC)c1
    -21% | -2% | -2% | -2% | 3 | 33% | -17% | 1% | 8%
30. COc1ccc(Cl)cc1C(=O)Nn1c(-c2cccs2)nc2ccccc2c1=O
    16% | -13% | -5% | 2% | 2 | 27% | 1% | 32%[activator] | 3%

The final five compounds of the section before come first, to join the parts:
Sequence of screens – BAZ2B block | JMJD2A Tudor inh | G9a block | PGK inhibitor | PI4K2A block | HP1b binding inh | GLS inh | Pin1 inh | ERG Ets-DNA blk
26. COc1ccc2nc(NC(=O)CSC3=NCCS3)sc2c1
    11% | -17% | -5%[59 µM] | 3% | -20 | 30% | 18% | 3% | -2%
27. CC(C)(C)NC(=O)C1CCN(S(=O)(=O)c2cccc3nsnc23)CC1
    -1% | -2% | 3% | 3% | -1 | 35%[activator] | 13% | -4% | 1%
28. COC(=O)c1c(NC(=O)CSc2nc(-c3ccco3)cc(C(F)(F)F)n2)sc2c1CCCC2
    -1% | -17% | u | x | -1 | -15% | -2% | -1% | 2%
29. COc1ccc(NS(=O)(=O)c2ccc3c(c2)N(C(C)=O)CCO3)c(OC)c1
    -21% | -2% | -2% | -2% | 3 | 33% | -17% | 1% | 8%
30. COc1ccc(Cl)cc1C(=O)Nn1c(-c2cccs2)nc2ccccc2c1=O
    16% | -13% | -5% | 2% | 2 | 27% | 1% | 32%[activator] | 3%
31. O=C1[C@@H]2[C@H](C(=O)N1CC(O)COCc1ccccc1)C1C=C[C@H]2C1 (some centres undefined)
    x | -12% | x | 6% | 4 | 22% | 4% | -3% | 12%
32. COc1ccc([N+](=O)[O-])cc1NC(=O)c1ccc(Br)s1
    -4% | -7% | u | 5% | 2 | 15% | 6% | -3% | -7%
33. CCN(CC)S(=O)(=O)c1ccc(-n2c(=O)c(C(C)C)c(C)n2C)cc1
    -17% | -2% | 1% | i | -9 | 47%[activator] | -9% | 3% | 5%
34. CC(C)OCCCNC(=O)CN1C(=O)COc2ccc(S(=O)(=O)N3CCOCC3)cc21
    -13% | -16% | u | 5% | -3 | 27% | 1% | 5% | -7%
35. CC1C/C(=C\c2ccccc2[N+](=O)[O-])c2nc3ccccc3c(C(=O)O)c2C1 (centres undefined)
    u | -12% | u | -5% | 1 | 18% | -22% | -14% | 15%
36. CCCc1nc(C)cc(N2CCN(c3ccccc3)CC2)n1
    -33% | -20% | 50µM* | i | -1 | 47%[activator] | 24% | 3% | 8%
37. CCOc1ccccc1NC(=O)C1CCCN(S(=O)(=O)c2ccc3c(c2)CCCN3C(C)=O)C1 (centres undefined)
    -12% | -20% | -6%[59 µM] | -10%&-7% | 2&3 | 23%[57 µM] | -10%&-3% | 2% | 10%
38. Cn1c2ccccc2c2c(C(=O)N3CCN(c4ccccc4)CC3)cn(C3CCCC3)c(=O)c21
    u | u | 50µM* | -9% | -12 | -29% | 4% | 8% | 7%
39. CCOC(=O)/C=c1\s/c(=C\c2ccc3cc(OC)ccc3c2)c(=O)n1CC(=O)NCC1CCCO1 (centres undefined)
    8% | -12% | -4%[59 µM] | -8% | 4 | 44%[activator] | -12% | u | 0%
40. CCOC(=O)C1CCN(S(=O)(=O)CCNC(=O)c2ccc3c(c2)OCO3)CC1
    -1% | 0% | -2%[0.501 µM] | -6% | 3 | 42%[activator] | 1% | -3% | -15%
